Source: PubChem BioAssay
Sm TGR inh: S. mansoni TGR enzyme inhibition | purified TGR, DTNB reduction, TNB absorbance 405 nm | 360,000 tested, 3% active | Potency, µM (top dose mostly 114 µM), without a hit: at the highest dose activity change, negative = inhibition, usual class: inhibitors; note: potency is the fitted concentration of half-maximal effect; nearly all actives have a fitted effect of over 60% in size
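First, TGR (20 nM dispensed) and NADPH were mixed with compound. Second, a 15 min room-temperature incubation followed. Third, further NADPH and then DTNB were added to start the reaction. Finally, TNB absorbance was monitored kinetically.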
HCMV inh: inhibitors of human cytomegalovirus; HFF cells, HCMV-luciferase reporter, 72 h; stronger effect = lower value; activity change, negative = inhibition, % at 57.5 µM; 410,000 tested, 4.5% active; AID 1259415; in the data active = activity change below about -60%; inconclusive = no clear call, values can overlap the other calls; inactive = above about -39%
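Luciferase read-out from HCMV-luciferase-infected HFFs (MOI 1 PFU/cell) 72 h post infection at 37C; compounds added after 16 h cell attachment; activity normalized between buffer-only basal and Salinomycin (10uM) inhibitor controls.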
AmpC inh detg: blocks E. coli AmpC beta-lactamase in detergent assay; AmpC hydrolysis of nitrocefin, absorbance 480 nm, 0.01% Triton; 370,000 tested, 0.041% active; AID 485294; P00811; Potency, µM (doses to about 114 µM), for the others: at the top dose activity change, negative = inhibition, actives largely listed as inhibitors;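 note: potency is the fitted concentration of half-maximal effect; 0% = no-compound wells and -100% = no-enzyme wells; nearly all actives have a fitted effect of over 25% in size; some results filed as inactive show a strong effect at the top dose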
Target sequence (P00811 whole entry, looked up): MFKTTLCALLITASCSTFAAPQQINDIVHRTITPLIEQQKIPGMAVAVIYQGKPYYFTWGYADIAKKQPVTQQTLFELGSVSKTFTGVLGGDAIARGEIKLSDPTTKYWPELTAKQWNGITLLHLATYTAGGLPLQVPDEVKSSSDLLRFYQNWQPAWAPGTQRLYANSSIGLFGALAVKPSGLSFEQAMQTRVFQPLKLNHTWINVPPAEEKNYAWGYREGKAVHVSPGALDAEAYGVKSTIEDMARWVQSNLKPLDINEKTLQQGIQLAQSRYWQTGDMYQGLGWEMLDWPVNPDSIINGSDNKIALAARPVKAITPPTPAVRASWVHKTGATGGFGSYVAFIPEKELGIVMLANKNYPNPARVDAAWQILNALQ
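AmpC (5.3 nM in the dispensed reagent) in 20 mM phosphate pH 7.0 with 0.01% (detergent screen) or 0.0001% Triton X-100 was preincubated with compounds for 15 min at room temperature. Nitrocefin was then added from an 800 uM solution, and hydrolysis was followed at 480 nm.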
HCV inhibitor: HCV inhibition; Huh7.5.1 HCVcc-Cre infection, luciferase reporter, 44 h; Potency, µM (series often up to 41.8 µM), inactives show at the highest dose activity change, negative = inhibition, hits mostly inhibitors; 340,000 tested, 3.4% active; note: potency is the fitted concentration of half-maximal effect
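Whole-lifecycle infectious HCVcc-Cre system; cells 1,000/well, compound then virus (~0.5 moi) added 4 h after plating, 44 h culture. Luciferase read 15 sec following 15 min substrate incubation, room temp.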
FBPA Giardia inh: Giardia lamblia aldolase inhibition; A8B2U2; purified Giardia FBPA; Potency, µM (series often up to 59.6 µM), without a hit: at the top dose activity, negative = inhibition, hits mostly inhibitors; 290,000 tested, 0.71% active; AID 2451; note: potency is the fitted concentration of half-maximal effect; nearly all actives have a fitted effect of over 55% in size
Target sequence (A8B2U2 whole entry, looked up): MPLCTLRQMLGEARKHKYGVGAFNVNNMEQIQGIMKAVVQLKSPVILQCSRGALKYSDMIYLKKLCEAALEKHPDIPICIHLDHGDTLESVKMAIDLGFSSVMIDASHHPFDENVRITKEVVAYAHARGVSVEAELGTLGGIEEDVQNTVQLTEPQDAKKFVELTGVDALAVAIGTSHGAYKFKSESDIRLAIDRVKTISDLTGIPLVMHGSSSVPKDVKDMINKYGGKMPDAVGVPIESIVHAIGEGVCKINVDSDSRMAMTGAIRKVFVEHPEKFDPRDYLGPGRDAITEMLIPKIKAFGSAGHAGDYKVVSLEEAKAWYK
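Giardia FBPA (40 nM reagent) was preincubated 10 min at RT with compound (up to 57.5 uM final), then substrate plus GAPDH/TPI/NAD/arsenate coupling system with diaphorase/resazurin was added; resorufin fluorescence (525/598 nm) was read after 20 min.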
AmpC inh no detg: inhibitors of E. coli AmpC beta-lactamase without detergent | AID 485341 | Potency, µM (top dose mostly 57.1 µM), inactives show at the top dose activity change, negative = inhibition, hits mostly inhibitors | AmpC nitrocefin hydrolysis, absorbance 480 nm, 0.0001% Triton | P00811 | 330,000 tested, 0.52% active;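 note: potency is the fitted concentration of half-maximal effect; plate controls were no compound for no effect and no enzyme for full effect; nearly all actives have a fitted effect of over 20% in size; some results filed as inactive show a strong effect at the top dose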
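AmpC (5.3 nM in the dispensed reagent) in 20 mM phosphate pH 7.0 with 0.01% (detergent screen) or 0.0001% Triton X-100 was preincubated with compounds for 15 min at room temperature. Nitrocefin was then added from an 800 uM solution, and hydrolysis was followed at 480 nm.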
* marks the source's active call; other numbers are inactive results; u = inconclusive; x = no result given; & = joins results of further samples; ! = not active in a repeat; [ ] = another dose, or the depositor's remark. Unless noted, calls come from the whole dose curve; as a rule, active = well fitted curve in the direction sought with a large enough effect; inconclusive = small, poorly fitted or top-dose-only effect, or another doubt; inactive = no such curve, though single readings can be large; an effect the other way counts as inactive or inconclusive. Unless noted, % is set by controls: 0 for no effect and ±100 for the full control effect.

Start of the listing, in advance (two entries):
Values run as follows: Sm TGR inh	HCMV inh	AmpC inh detg	HCV inhibitor	FBPA Giardia inh	AmpC inh no detg
#1 O=C(CCNC(=O)C1CCN(S(=O)(=O)c2ccccc2)CC1)NCCc1cccc(F)c1
→ 3%	0	3%	-12%	x	87%[activator]
#2 COc1ccc(/C=C/C(=O)N[C@H](C(=O)O)C(C)C)cc1
→ -13%	46	-14%	33%[activator]	5%	-21%

This part in full (from the top)
Values run as follows: Sm TGR inh	HCMV inh	AmpC inh detg	HCV inhibitor	FBPA Giardia inh	AmpC inh no detg
#1 O=C(CCNC(=O)C1CCN(S(=O)(=O)c2ccccc2)CC1)NCCc1cccc(F)c1
→ 3%	0	3%	-12%	x	87%[activator]
#2 COc1ccc(/C=C/C(=O)N[C@H](C(=O)O)C(C)C)cc1
→ -13%	46	-14%	33%[activator]	5%	-21%
#3 COc1ccc(-c2nnc(SCC(=O)NCc3ccccc3)nc2-c2ccc(OC)c(OC)c2)cc1OC
→ -9%	-78*	4%	x	x	x
#4 O=C(Cc1ccccc1)N/N=C/c1cc2c(cc1Cl)OCO2
→ -10%	u	-4%	-25%	-8%	-33%
#5 CCN(CC)CCCNC(=O)c1cc2c(=O)n(C)c3ccccc3c2n1C
→ -32%	26	-12%	-23%	-9%	0%
#6 COc1cc(NC(=O)c2cc3sccc3n2C)cc(OC)c1
→ -12%	191	4%	u	u	-29%
#7 O=C(NCc1ccccc1Cl)C1CCC(=O)N(CCCN2CCCC2=O)C1 (stereo unspecified)
→ -2%	34	1%	0%	x	0%
#8 Cc1cc(C)c(Cn2c3ccccc3c3cnn(CC(=O)NCc4cccs4)c(=O)c32)c(C)c1
→ -5%	6	4%	x	x	x
#9 COc1cc(C)ccc1OCCOCCOc1ccc([N+](=O)[O-])cc1
→ 0%	-26	-16%	-22%	3%	13%
#10 O=C(CCN1CCN(CCO)CC1)Nc1ccc(F)c(F)c1
→ 1%	19	-13%	20%	-1%	-8%
#11 O=C(O)C1C2C=CC3(CN(Cc4ccco4)C(=O)C13)O2 (stereo unspecified)
→ u	13	-10%	6%	-2%	-16%
#12 O=C(c1ccc(-c2cccc(C(F)(F)F)c2)o1)N1CCCC(C(F)(F)F)C1 (stereo unspecified)
→ -17%	-30	u	u	x	115%[activator]
#13 CCn1c(=O)c(C)nn2c3ccccc3nc12
→ 5%[11.4 µM]	-27	-10%	19%	8%	-9%
#14 Cc1cc(C)c(S(=O)(=O)N2CCCC(C(=O)NCc3ccncc3)C2)c(C)c1 (stereo unspecified)
→ -20%	x	4%	u	x	64%[activator]
#15 O=C(Nc1nc2c(s1)C(=O)CCC2)c1ccccc1
→ 9%	121	-3%	14%	2%	-19%
#16 O=[N+]([O-])c1ccccc1/C=N/N1CCN(c2ccccn2)CC1
→ 2%	-9	-2%	-5%	3%	-20%
#17 Cc1ccc(NC(=O)CSc2nc(=O)n(CCN3CCOCC3)c3c2CCC3)c(C)c1
→ -1%	5	2%	x	x	x
#18 CCOc1ccc(OCC(=O)Nc2ccc(OC)cc2[N+](=O)[O-])cc1
→ x	u	-1%	-19%	1%	0%
#19 O=C(NCc1ccc(Cl)cc1)C1CCN(S(=O)(=O)c2cc([N+](=O)[O-])ccc2Cl)CC1
→ -18%	-28	-5%	-6%	2%	-24%
#20 CC1(C)CN(c2ccc(N3CC(C)(C)C3=O)cc2)C1=O
→ 0%	50	4%	-2%	5%	-1%
#21 COc1ccc(NC(=O)c2ccc(OCC3CCCO3)cc2)cc1Cl (stereo unspecified)
→ 0%	-16	-14%	u	x	-19%
#22 CN(c1cccc(NC(=O)Cc2ccccc2)c1)S(C)(=O)=O
→ -3%	17	u	2%	6%	-9%
#23 Fc1ccc2nc(N3CCCCC3)sc2c1
→ 8%[11.4 µM]	38	-12%	-6%	0%	-1%
#24 CC(=O)C1=C(C)NC(=O)NC1c1ccccc1OCC(=O)NCCc1ccccc1 (stereo unspecified)
→ 0%	44	u	x	1%	-21%
#25 O=C(NCC1CCCO1)c1ccc(S(=O)(=O)N2CCCCC2)cc1 (stereo unspecified)
→ -3%	-11	0%	18%	-3%	-13%
#26 CCOC(=O)c1cc2c(ccn2C)n1CC(=O)N(Cc1ccccc1)c1ccccc1
→ -4%	u	-17%	u	-9%	-4%
#27 N[C@@H](C(=O)N[C@@H]1C(=O)N2C(C(=O)O)=C(Cl)CS[C@H]12)c1ccccc1
→ -22%	-18	-16%	-4%[8.37 µM]	20µM*!	-30%
#28 N#C/C(=C/c1ccc(O)cc1)C(=O)NCc1ccc(Cl)cc1
→ -6%	39	-2%	6%	-11%	-41%
#29 Cc1nc2cc(-c3cccc(F)c3)nn2c(C)c1CCC(=O)NC(C)c1ccccc1 (stereo unspecified)
→ 0%	u	-8%	x	x	x
#30 COc1cn(CC(=O)Nc2ccc(F)cc2)c(CN2CCCCC2)cc1=O
→ 5%	19	9%	x	x	x

Record cards, from the list above. Screens in order: Sm TGR inh | HCMV inh | AmpC inh detg | HCV inhibitor | FBPA Giardia inh | AmpC inh no detg
COc1ccc(/C=C/C(=O)N[C@H](C(=O)O)C(C)C)cc1 is listed as -13% | 46 | -14% | 33%[activator] | 5% | -21%
CCn1c(=O)c(C)nn2c3ccccc3nc12 is listed as 5%[11.4 µM] | -27 | -10% | 19% | 8% | -9%

Further entries follow.
Values run as follows: Sm TGR inh	HCMV inh	AmpC inh detg	HCV inhibitor	FBPA Giardia inh	AmpC inh no detg
#31 OC(C#CCN1CCCC1)(c1ccccc1)c1cccnc1 (stereo unspecified)
→ 32µM*	27	-4%	5%	u	-27%
#32 Cc1cc(F)ccc1N1CCC(N2CCN(C(C)C)C(CCO)C2)CC1 (stereo unspecified)
→ 40µM*	-12	1%	u	0%	-6%
#33 CC(=O)c1ccccc1OCC(O)CNC1CCCC1 (stereo unspecified)
→ -16%	0	0%	-2%	x	-6%
#34 CC(=O)c1cccc(NC(=S)NC(=O)CC(C)C)c1
→ -36%	15	-10%	-20%	1%	-17%
#35 O=C(O)c1ccc(N2CCCCC2)cc1O
→ 2%	32	-7%	1%	5%	-20%
#36 Cc1ccc(-n2c(O)c(C=Nc3cc(C)on3)c3ccccc3c2=O)c(C)c1
→ -22%	-40	-7%	u	-1%	-11%
#37 O=C(CSCc1ccccc1)N/N=C/c1ccccc1OCc1ccccc1
→ 3%	-24	-8%	-10%	6%	-30%
#38 CCCC1Cc2c(sc(NC(=S)NC(=O)c3ccccc3)c2C#N)CO1 (stereo unspecified)
→ u	x	u	3%	-3%	-33%
#39 c1cnc2ccc3ncccc3c2c1
→ 6%	-11	-1%	0%	-16%	4%
#40 COC(=O)C1=C(N)N(c2ccc(F)cc2)C2=C(C(=O)CCC2)C1c1ccc2c(c1)OCO2 (stereo unspecified)
→ -2%	-30	-8%	11%	1%	-11%
#41 C[C@@]12CC(=O)NC1N(C(=O)c1cccc(C(F)(F)F)c1)C(c1ccccc1O)C2 (stereo partly specified)
→ -9%	-5	-3%	5%	-3%	19%
#42 COc1ccc(NC(=O)c2cc3c(s2)-c2c(C)cccc2OC3)c(OC)c1
→ 9%	-21	-1%	x	x	x
#43 Cc1ccc(S(=O)(=O)NCc2n[nH]c(=S)n2C)cc1
→ -7%	48	0%	16%	-19%	-19%
#44 CCCCOc1ccc(C(C)NC(=O)c2cccc(Nc3nc4ccccc4n4nnnc34)c2)cc1 (stereo unspecified)
→ -1%	-98*	17%	x	x	x
#45 Cc1cc(C)nc(SCC(=O)N/N=C/c2cccc([N+](=O)[O-])c2)n1
→ -2%	-1	u	-16%	-19%	6%
#46 COc1ccc(C)cc1NC(=O)CCc1ccc(S(=O)(=O)N2CCOCC2)cc1
→ -3%	0	-19%	-11%	x	-7%
#47 Cc1cc(SCC(=O)c2cccs2)n2nc(C)c(-c3ccc(Cl)cc3)c2n1
→ -7%	u	-12%	u	u	-29%
#48 O=C(CN1CCOCC1)N1CCN(c2ccc3ccccc3n2)CC1
→ 1%	x	-9%	x	-23%	0%
#49 CCSc1nnc(-c2cccnc2)n1-c1ccc(Cl)c(C)c1
→ -6%	6	u	9%	6%	30%
#50 c1ccc2c(c1)CN1CCCC1=N2
→ 3%	33	-1%	-9%	4%&-1%&4%	-15%
#51 CCCN1CCN(C(=O)c2ccc(CS(=O)c3ccc(Cl)cc3)o2)CC1 (stereo unspecified)
→ -20%	-22	6%	-6%	x	-5%
#52 CC(C)n1c(-c2ccco2)csc1=Nc1cccnc1
→ -18%	-79*	u	u	2%	-9%
#53 O=P1(NCCCl)OCCCN1CCCl (stereo unspecified)
→ -22%	-24	u	u	1%[21.7 µM]	-12%
#54 Cc1cccc(NC(=O)c2cc(NC(=O)c3ccco3)ccc2Cl)n1
→ -25%	-39	-7%	u	6%	-36%
#55 COc1ccc(S(=O)(=O)c2c(O)c3ccc(C(=O)Nc4ccccc4Cl)cc3[nH]c2=O)cc1
→ -10%	4	4%	4%	29%	-16%
#56 Cc1cc(C)c2c(n1)nn1c(C)c(CCC(=O)Nc3ccc(C)c(Cl)c3)c(C)nc21
→ -12%	56	-2%	x	x	x
#57 CCCOc1cccc(NC(=O)c2c(-c3ccccc3Cl)noc2C)c1
→ -2%	-13	5%	x	x	x
#58 COc1cc(C(=O)Nc2nc(C)cc(C)n2)cc(OC)c1OC
→ 20%	24	1%	-12%	0%	-15%
#59 COCCSc1nnc(NC(=O)C2CCCO2)s1 (stereo unspecified)
→ -5%	81	u	10%	-2%	-6%
#60 O=C(c1ccc([N+](=O)[O-])cc1)N1CCN(C(=O)c2cccnc2)CC1
→ -9%	26	4%	10%	-2%	-4%
#61 CN1CCN(c2ccc(NC(=O)c3ccc4c(c3)[nH]c(=O)n4Cc3ccc(F)cc3)cc2)CC1
→ -3%	u	-11%	u	2%	70%[activator]
#62 Cc1ccc(C2CC2C(=O)NNC(=S)Nc2ccc(Cl)cc2)cc1 (stereo unspecified)
→ -15%	-3	u	2%	2%	-31%
#63 CC(C)OCC(O)CN1CCC(Cc2ccccc2)CC1 (stereo unspecified)
→ 1%	u	-7%	14%	0%	-10%
#64 S=c1nc(-c2ccccc2)[nH]c2ccc(Br)cc12
→ -15%	59	6%	16%	9%	-18%
#65 CC1(C)Cc2c(sc(NC(=O)c3ccccc3)c2C(=O)O)CO1
→ x	66	6%	-20%	u	-33%
#66 CCN1C(=O)c2cccc3c(S(=O)(=O)N(C(=O)c4ccncc4)c4ccc(OC)cc4)ccc1c23
→ -12%	11	-14%	u	-25%	207%[activator]
#67 CCOC(=O)C1=CN(Cc2cccc(F)c2)S(=O)(=O)N(CC)C1c1ccccc1 (stereo unspecified)
→ x	-10	x	0.56µM*	x	0%
#68 O=C(Nc1nnc(Cc2ccc(Cl)cc2)s1)c1ccco1
→ 3%	42	u	4%	0%	-11%
#69 Cc1occc1C(=O)Nc1c(Cl)cccc1Cl
→ -5%	3	u	8%	2%	-14%
#70 COc1cc2c(cc1OC)C(=O)N1[C@H]3c4cc(Cl)ccc4OC[C@@H]3[C@H](c3ccccc3)[C@]1(C)C(=O)N2
→ -5%	u	0%	u	x	109%[activator]
#71 Cn1c(O)c(C=NCCN2CCNCC2)c(=O)[nH]c1=O
→ -29%	u	3%	14%	-12%	0%
